High-throughput results as filed in PubChem BioAssay.
JMJD2E inh = inhibitors of human JMJD2E histone demethylase; AID 2147; Potency, µM (series often up to 57.1 µM), for the others: at the highest dose activity change, negative = inhibition, hits mostly inhibitors; actives 1.6% (n = 230,000); JMJD2E catalytic domain, FDH-coupled NADH fluorescence (FDH is formaldehyde dehydrogenase); active means well fitted inhibition curve with a large enough effect, not every such curve was filed as active; inconclusive means small, poorly fitted or top-dose-only effect, or another doubt; inactive means no such curve, though single readings can be large or run the other way;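 further: 0% = wells with enzyme and -100% = buffer wells without enzyme; nearly all actives have a fitted effect of over 50% in size; many of its hits are not listed in these tables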
Target sequence (B2RXH2 1-337 limits assumed): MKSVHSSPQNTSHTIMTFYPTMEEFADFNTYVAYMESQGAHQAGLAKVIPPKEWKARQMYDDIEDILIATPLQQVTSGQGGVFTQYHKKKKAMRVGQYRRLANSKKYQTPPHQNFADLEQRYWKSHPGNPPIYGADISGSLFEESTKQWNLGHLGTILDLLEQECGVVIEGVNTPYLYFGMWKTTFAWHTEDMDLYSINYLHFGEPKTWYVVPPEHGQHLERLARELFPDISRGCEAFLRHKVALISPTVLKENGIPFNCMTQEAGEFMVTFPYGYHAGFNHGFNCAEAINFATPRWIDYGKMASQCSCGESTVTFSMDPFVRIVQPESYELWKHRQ
RGS12 GoLoco inh = RGS12 GoLoco-Gai1 interaction inhibition | P63096 | Gai1:RGS12 GoLoco peptide FP, rhodamine, 10 min | Potency, µM (highest dose often 61.6 µM), inactives show top-dose activity, negative = inhibition, usual class: inhibitors | actives 0.44% (n = 230,000) | AID 880; active means well fitted inhibition curve with a large enough effect, not every such curve was filed as active; inactive means no such curve, though single readings can be large or run the other way; further: on the % scale 0 is the no-effect control and ±100 the full control effect; nearly all actives have a fitted effect of over 30% in size; many of its hits are not listed in these tables
SMN2 splice up = SMN2 splice variant enhancement; actives 2.8% (n = 210,000); Potency, µM (titrated, usually from 46.1 µM), for the others: at the highest dose activity change, positive = activation, usual class: activators; HEK293 SMN2-luciferase splicing reporter, luminescence, 30-36 h; further: % of control where 0% means no effect; nearly all actives have a fitted effect of over 55% in size
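HEK293 cells carry an SMN2 […]–luciferase reporter in which exon 7 inclusion puts luciferase in frame. Cells were plated 10-12 h before compound addition, then incubated 30-36 h at 37C. ONE-Glo luminescence was read; sodium butyrate at 4.5 mM final served as control.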
LMNA splice mod = LMNA splicing modulation | HeLa LMNA splicing GFP/RFP minigene ratio, 48 h | Potency, µM (series often up to 46.1 µM), without a hit: at the highest dose ratio change, negative = inhibition, usual class: inhibitors | actives 0.01% (n = 200,000) | AID 1487; active means well fitted inhibition curve with a large enough effect in the signal ratio, with a control signal flat, not every such curve was filed as active; inconclusive means small, poorly fitted or top-dose-only effect, or effect the other way, or a change in a side signal; the % refers to the signal ratio; further: on the % scale 0 is the no-effect control and ±100 the full control effect
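Read-out is the ratio of GFP to DsRed2 object intensity, acquired by 488 nm laser-scanning cytometry on HeLa lamin A-EGFP minigene reporter cells. Compound incubation 48 hrs at 37 °C in Opti-MEM with 2% FBS; DMSO 0.5% final.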
ALDH1A1 block = inhibitors of human aldehyde dehydrogenase 1A1; actives 7.3% (n = 220,000); Potency, µM (top dose mostly 75.3 µM), without a hit: at the top dose activity, negative = inhibition, actives largely listed as inhibitors; AID 1030; P00352; Purified ALDH1A1, NADH fluorescence, propionaldehyde substrate; active means well fitted inhibition curve with a large enough effect, not every such curve was filed as active; inconclusive means small, poorly fitted or top-dose-only effect, or another doubt; inactive means no such curve, though single readings can be large or run the other way;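 further: plate controls were no enzyme wells and a reference inhibitor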
TexasRed fluor = counter-screen for TRb-SRC2 inhibitors: fluorescence interference. AID 1479. actives 0.29% (n = 280,000). Potency, µM (titrated, usually from 106 µM), inactives show at the top dose fluorescence change, negative = quenching. TRb/SRC2 Texas Red total fluorescence interference; active means well fitted curve in either direction with a large enough effect; inconclusive means small, poorly fitted or top-dose-only effect; further: on the % scale 0 is the no-effect control and ±100 the full control effect
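Human TRβ ligand-binding domain (0.6 uM) and Texas Red SRC2 peptide (20 nM) in Tris buffer with 1 uM T3 and 5% DMSO were incubated with pinned compound for 5 hr at ambient temperature. Total fluorescence was computed as S + 2P (555/632 nm).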
TRb SRC2 PPI = disrupts binding of human TR beta to SRC2; P10828; TRbeta-SRC2 peptide binding, fluorescence polarization; receptor liganded with 1 µM T3; Potency, µM (series often up to 106 µM), inactives show at the highest dose activity change, negative = inhibition, most hits filed as inhibitors; actives 0.065% (n = 280,000);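 further: plate controls were bound peptide for no effect and peptide without receptor for full effect; nearly all actives have a fitted effect of over 50% in size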
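TRb LBD 0.6 uM + Texas Red SRC2 peptide 20 nM, 1 uM T3, Tris buffer w/ 5% DMSO; compound pinned, 5 h RT; FP read ex 555/em 632; normalized to unbound and bound controls.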
RECQ1 inh = inhibitors of human RECQ1 DNA helicase; P46063; RECQ1 DNA unwinding, red fluorescence kinetic read; actives 0.54% (n = 240,000); Potency, µM (titrated, usually from 57.3 µM), inactives show at the top dose activity, negative = inhibition, hits mostly inhibitors;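 further: plate controls were vehicle for no effect and no enzyme for full effect; nearly all actives have a fitted effect of over 30% in size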
Target sequence (P46063 whole entry, looked up): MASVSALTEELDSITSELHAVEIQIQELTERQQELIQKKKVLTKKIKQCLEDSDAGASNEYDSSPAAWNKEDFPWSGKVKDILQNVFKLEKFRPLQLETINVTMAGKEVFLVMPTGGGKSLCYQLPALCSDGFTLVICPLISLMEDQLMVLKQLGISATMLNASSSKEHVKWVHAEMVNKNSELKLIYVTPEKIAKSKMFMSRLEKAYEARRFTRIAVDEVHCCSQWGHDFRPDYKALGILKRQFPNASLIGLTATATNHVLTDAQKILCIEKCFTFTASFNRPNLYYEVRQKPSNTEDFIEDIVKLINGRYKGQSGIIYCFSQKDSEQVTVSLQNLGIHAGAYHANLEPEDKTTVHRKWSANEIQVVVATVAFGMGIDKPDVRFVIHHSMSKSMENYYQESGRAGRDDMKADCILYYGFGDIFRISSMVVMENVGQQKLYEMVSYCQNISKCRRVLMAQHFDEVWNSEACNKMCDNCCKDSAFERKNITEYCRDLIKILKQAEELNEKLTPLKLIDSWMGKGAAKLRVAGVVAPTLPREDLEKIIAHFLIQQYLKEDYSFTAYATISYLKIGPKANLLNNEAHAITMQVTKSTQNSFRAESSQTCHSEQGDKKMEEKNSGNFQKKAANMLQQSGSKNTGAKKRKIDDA
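50 nM RECQ1T1 preincubated 15 min with compound in Tris pH 8.0 buffer with MgCl2, DTT, Tween-20 and 2.5 ug/ml poly(dI-dC); started with 200 nM TAMRA/BHQ-2 forked duplex and 2 mM ATP. Unwinding read as fluorescence (525/598 nm), two reads 2 h apart.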
The depositor's hits bear a star; i = inactive; ? = inconclusive; . = not tested or not shown; & = joins results of further samples; [ ] = dose if it differs, or a comment. Unless noted, the call rests on the fitted dose curve; in most records, active means well fitted curve in the direction sought with a large enough effect; inconclusive means small, poorly fitted or top-dose-only effect, or another doubt; inactive means no such curve, though single readings can be large; an effect the other way counts as inactive or inconclusive. Potency means the concentration at half of the fitted maximal effect. The list is partial; the hit share may differ from the screen's.

Sequence of screens – JMJD2E inh, RGS12 GoLoco inh, SMN2 splice up, LMNA splice mod, ALDH1A1 block, TexasRed fluor, TRb SRC2 PPI, RECQ1 inh
COc1cc(C(=O)NC(C)c2cnn(-c3ccccc3C)c2C)cc(OC)c1OC (configuration not stated)
→ -21%, 11%, -12%, ., 2%, -3%, -4%, i
O=C1CC(c2ccc(Cl)cc2)CC(O)=C1C=NCc1ccc(Cl)c(Cl)c1 (configuration not stated)
→ -18%, -2%, 4%, -2%, ?, 0%, -6%, 14%
CCCCCCC(C)OC(=O)Nc1cccc2ccccc12 (configuration not stated)
→ ?, 1%, ., ., -3%, 0%, 1%, -3%
COc1ccc(C(c2c[nH]c3ccccc23)c2c[nH]c3ccccc23)cc1O
→ -18%, 6%, 24%, -3%, -11%, -3%, -5%, -13%
O=C(Nc1ccc(F)c(F)c1)c1ccc2c(c1)OCO2
→ 6%, 3%, 13%, ?, -5%, -4%, 3%, -4%
COc1cc(C2C(N3C(=O)c4ccccc4C3=O)C(=O)N2c2ccc(C)c(C)c2)cc(OC)c1OC (configuration not stated)
→ 11%, -1%, -17%[1.84 µM], -22%, 3%, -1%, -4%, -9%
COC(C)(C)CCCC(C)C/C=C/C(C)=C/C(=O)O (configuration not stated)
→ 3%, -5%&4%&4%, -3%&-1%&5%, ., 11%&0%&7%, -2%&-1%&-1%, -4%&-1%&3%, 9%
COC(=O)CSc1nnc(CNc2nc(-c3ccccc3)cs2)n1C
→ 0%, -5%, 16%, -3%, -9%, 1%, -2%, -7%
COc1ccccc1C(=O)NCCn1cc(SCC(=O)Nc2nnc(C)s2)c2ccccc21
→ 8%, 5%, -18%, -4%, 0.32µM*, 0%, -16%, i
COc1ccc(NC(=O)c2cc(S(=O)(=O)N3CCCC3)oc2C)cc1
→ 5%, 6%, ., ., ., -8%, -3%, -11%
O=C1C2C(c3ccccc3)C=CC(c3ccccc3)C2C(=O)N1c1ccccn1 (configuration not stated)
→ -1%, -5%, 4%, -11%, -3%, 1%, 2%, -1%
Cc1ccsc1C1C(C#N)=C(N)OC2=C1C(=O)CCC2 (configuration not stated)
→ 0%, 9%, -1%, ., 5%, -1%, -7%, 18%
COc1ccc(CCN2C(=O)C3C4C=CC(C4)C3C2=O)cc1OC (configuration not stated)
→ 0%, 6%, -22%, -6%, ?, 1%, -18%, 0%
COc1ccc(OC)c(C2C=C(C34CC5CC(CC(C5)C3)C4)NC(=S)N2)c1 (configuration not stated)
→ ?, -6%, -22%, ?, 2.5µM*, 1%[53 µM], -6%[53 µM], -1%
CN(C)c1ccc(CN(C(=O)c2ccc(Cl)c([N+](=O)[O-])c2)C2CCS(=O)(=O)C2)cc1 (configuration not stated)
→ -2%, -22%, ., ., ., -3%, -3%, 2%
CC1CC(C)C[N+](=C2C=C(N3CCCC3)CC(C)(C)C2)C1 (configuration not stated)
→ -4%, -18%, -72%[inhibitor], -17%[46 µM], -4%, -2%, -1%, -8%
C=CCOC(=O)c1c(C)nc2cc3c(cc2c1C)OCO3
→ ?, 4%, ?, ?, -27%, -5%, 0%, -1%
CC(=O)N1CCC2(CC1)CN(c1ccncc1)C2
→ ., -5%, -12%, ., 10%, ., ., i
COC(=O)C1CSC(C(=O)OC)N1C(=O)Nc1ccc(Cl)cc1 (configuration not stated)
→ 2%, 3%, -2%, -5%, 2%, -4%, 3%, -6%
O=C(c1ccc(O)cc1)c1ccc(C(=O)c2ccc(O)cc2)cc1
→ 8%&7%, -1%&-1%, -12%, ?, 3%&-3%, 3%&-2%, 6%&-9%, 0%&9%
CCC(=O)Nc1ccc(C(=O)NCCCn2ccnc2)cc1
→ ?, 11%, 1%, ., -2%, -1%, -1%, i
CCn1c(=S)[nH]c2scc(-c3cccs3)c2c1=O
→ -2%, -8%, -3%, 12%[46 µM], 14µM*, -2%, 0%, i
COc1ccc(-c2csc(Nc3ncccc3C)n2)cc1
→ 10%, 1%, 2.2µM*, -20%, -4%, -2%, -18%, 7%
Cc1nc2ccc(-c3nc4ccccc4o3)cc2[nH]1
→ ?, 47%[activator], ?, 7%, ?, -3%, -3%, -5%
COC(=O)[C@H](COC(C)(C)C)NC(=O)O[C@@H]1C(=O)c2cc(OC)ccc2O[C@H]1c1ccc(OC)c(Br)c1
→ ?, 1%, -5%, ., ?, -1%, -7%, -9%
COc1ccccc1CC(=O)N1CCN(c2ccccn2)CC1
→ ?, -17%, -13%, 5%, ?, -6%, -3%, i
COc1ccc(CNC(=O)CN(CC2CCCO2)C(=O)CNS(=O)(=O)c2ccccc2)cc1 (configuration not stated)
→ 3%, 0%, -6%, 15%, -2%, -3%, -14%, i
COc1ccccc1CNc1nc(S(=O)(=O)c2ccccc2)c(Cl)s1
→ 1%, 0%, -12%, ?, -8%, -19%, 4%, -16%
COC(=O)CSc1nnc(-c2cnccn2)n1C
→ -1%, 9%, 9%, -5%, 4%, 0%, -6%, -3%
Cc1ccccc1CNC(=O)c1ccc(CSCc2ccccc2)cc1
→ ?, 1%, -9%, ?, -13%, -2%, -3%, -5%
CC(C)c1cc(-c2cc(C(=O)NCc3ccccc3)on2)nc(NCC2CC2)n1
→ ?, 4%, ., ., ., 0%, 4%, i
CC1(C)C2CCC(C2)C1(C)NC(=O)CNCC1CCCCC1 (configuration not stated)
→ ?, -5%, -2%, -21%[46 µM], -6%, 0%, -4%, i
Cc1ccc(-c2nn(-c3ccccc3)cc2/C=N/n2c(-c3cccs3)n[nH]c2=S)cc1
→ -1%, 5%, ., ., ., -4%, -2%, -6%
COc1ccc2[nH]c(C(=O)O)c(NC(=O)c3ccccc3[N+](=O)[O-])c2c1
→ -26%, -7%, ., ., ., -3%, 1%, -10%
COc1ccc(CCNC(=O)C(=O)NCc2cccs2)cc1OC
→ 8%, -16%, ., 0%[46 µM], ?, 0%, 2%, 19%
O=C(NC1CCCC1)C(c1cccs1)N(C(=O)c1ccco1)c1ccc2c(c1)OCO2 (configuration not stated)
→ -1%, 8%, 3%, 3%, 2%, 0%, -5%, i
COC(=O)c1ccc(C)c(NC(=O)Cc2coc3cc(OC)ccc23)c1
→ 1%, 6%, -3%, ?, ?, -1%, 7%, -14%
CCc1ccc2c(c1)C(c1ccc([N+](=O)[O-])cc1)=NNC(c1ccccc1)=N2
→ -5%, 4%, ., 10%, 1%, -1%, -2%, 1%
Cc1c(NC(=O)c2ccccc2N(C)S(=O)(=O)c2ccccc2)c(=O)n(-c2ccccc2)n1C
→ -4%, -13%, 23%, 1%, -16%, 0%, 0%, -11%
COCCn1c(N2CCN(c3ccc(OC)cc3)CC2)nc2c1c(=O)[nH]c(=O)n2C
→ 7%, ., ., 3%, 0%, 0%, 2%, -3%
COc1ccc(NC(=S)Nc2ccc(OC(F)F)cc2)cn1
→ ?, -2%, 3%, 13%[9.22 µM], 1%, -1%, 6%, 0%
Cc1ccc(NC(=O)Cn2cnc3c(cnn3C(C)(C)C)c2=O)cc1
→ 0%, 14%, -21%, 4%, -5%, 3%, -18%, 9%
N/C(Cc1ccc(Cl)cc1Cl)=N\OC(=O)Cc1ccc(Cl)cc1
→ 10%, 1%, -7%[1.84 µM], -5%, 9%, -1%, 1%, -14%
CCOC(=O)N1CCN(C(=O)Nc2ccc3nc(-c4ccccn4)c(-c4ccccn4)nc3c2)CC1
→ ?, 5%, -14%, 10%, ?, 1%, -4%, -8%
Cc1ccc(S(=O)(=O)Cc2ccc(C(=O)N3CCN(c4ccc(F)cc4)CC3)o2)cc1
→ -8%, -21%, 16%, -17%, 12%, -3%, 0%, -3%
CC(=O)/C(=C\N(C)C)Sc1ccc(Cl)cc1
→ -3%, 3%, ., ., -7%, -4%, -2%, -4%
Clc1ccc(CN(CC2CCCO2)C(c2cccs2)c2nnnn2C2CCCC2)cc1 (configuration not stated)
→ 0%, 6%, -46%[inhibitor], 4%, -6%, 1%, -4%, -8%
CCOC(=O)C1=C(C)NC2=C(C(=O)C(C(=O)OCC)C(c3cccc(OC)c3)C2)C1c1ccccn1 (configuration not stated)
→ ?, 2%, -7%, -4%, ?, -2%, -2%, -20%
Cc1ccsc1C1CC(=O)NC2=C1C(=O)CC(C)(C)C2 (configuration not stated)
→ 4%, -7%, -14%, ?, -1%, 0%, -24%, i
CC1Cc2ccccc2N1C(=O)COC(=O)c1cccnc1Cl (configuration not stated)
→ 2%, 9%, -10%, -12%, 10%, -2%, -2%, -4%
O=C(Cc1coc2ccc3ccccc3c12)Nc1nnc(C2CC2)s1
→ -8%, ., ., ?, -11%, 0%, -1%, -2%
COC(=O)c1ccccc1NC(=O)CSc1n[nH]c(CC(C)C)n1
→ 2%, 5%, -7%&-16%, 3%, 16%, -1%&0%, 8%&0%, i
CCCCNC(=O)CCCCCNS(=O)(=O)c1ccc(Br)cc1
→ 5%, 7%, -18%, ?, -11%, -2%, 0%, -10%
O=C(NCCN1CCOCC1)c1cc2n(n1)C(C(F)(F)F)CC(c1ccc(F)cc1)N2 (configuration not stated)
→ 4%, 8%, 4%, -7%, 3%, 1%, -17%, -11%
CN(C)c1ccc(-c2cc(-n3ccnc3)ncn2)cc1
→ ?, -13%, ?, ?, ?, -6%, 2%, 2%
CCCCSc1nc2ccccc2n1CC(=O)O
→ 11%, 46%[activator], -20%, 0%, 6%, -4%, -20%, -1%
